# Assay outcomes deposited in PubChem BioAssay by ICCB-Longwood Screening Facility, Harvard Medical School.
# Polio RdRp inh: poliovirus RNA polymerase inhibition. P03300. poliovirus polymerase elongation, fluorescence polarization; active compounds read low. % elongation, % (compound at 16.7 µg/mL). actives 0.66% (n = 150,000). AID 588519; in the data active = % elongation below about 90%; note: some results filed as inactive read as strong as hits
# Target sequence (P03300 1749-2209 limits assumed): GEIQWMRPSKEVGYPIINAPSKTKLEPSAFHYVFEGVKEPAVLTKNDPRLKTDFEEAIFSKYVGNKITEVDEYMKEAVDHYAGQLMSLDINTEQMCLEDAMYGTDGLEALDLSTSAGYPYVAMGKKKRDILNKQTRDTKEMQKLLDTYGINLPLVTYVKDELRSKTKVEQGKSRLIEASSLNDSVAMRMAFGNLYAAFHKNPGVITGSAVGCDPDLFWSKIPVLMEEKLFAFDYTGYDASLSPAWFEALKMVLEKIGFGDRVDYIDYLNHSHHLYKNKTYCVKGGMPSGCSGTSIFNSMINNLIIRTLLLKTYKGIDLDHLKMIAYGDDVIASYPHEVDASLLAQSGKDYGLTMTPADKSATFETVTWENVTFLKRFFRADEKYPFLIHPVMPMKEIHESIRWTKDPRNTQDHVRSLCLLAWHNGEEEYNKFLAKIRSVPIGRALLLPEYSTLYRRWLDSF
# Polio RdRp inh FP z-score: further read-out of Polio RdRp inh, marked with its call; z-score; measured here: FP z-score; hits read low
# Active calls of the source: *; & = joins results of further samples.
compound	Polio RdRp inh	Polio RdRp inh FP z-score
Cc1ccccc1OCc1nnc2c3cnn(Cc4ccccc4)c3ncn12	104	0.6
CC1Cc2ccccc2N1S(=O)(=O)/C=C/c1ccccc1 (stereo not given)	103	0
Cc1nc(SCC(=O)Nc2ccccc2F)[nH]c(=O)c1Cc1ccccc1	109	0.7
CC(C)COc1ccccc1OCC(C)C	101	0.1
Cc1cc(C)cc(OCC(=O)Nc2ccc(-c3nc4ccccc4o3)cc2)c1	107	0.5
CCn1c2c(c(=O)[nH]c1=O)C(c1ccc(C)cc1)C1=C(CC(C)(C)CC1=O)N2 (stereo not given)	104	0.5
CCOC(=O)c1cc2sccc2n1Cc1ccccc1	99	-0.5
CSc1nnc(Cc2ccccc2)n1-c1ccc(C)cc1	101	-0.1
O=C(O)CN=Cc1ccccc1O	102	0.1
Cc1nnc(SCC(=O)c2ccc(O)c(O)c2)s1	101	0.3
c1ccc(Cc2nn3c(Cn4cnc5ccccc54)nnc3s2)cc1	95	-1.2
CCOc1ccccc1-n1nnnc1SCC(=O)c1cc(Cl)ccc1OC	102	0.3
O=C(NCc1ccc(F)cc1)c1cc(Sc2ccc(F)cc2F)nc2ccccc12	111	0.2
CCc1ccc(NC(=O)CSc2ncc(S(=O)(=O)c3cc(C)ccc3C)c(=O)[nH]2)cc1	103	-0.4
COc1ccc(NC(=O)CN2C(=O)c3cccnc3Sc3ccccc32)cc1OC	111	1
Cc1ccccc1NC(=O)CSc1ccc(-c2cccs2)nn1	109	0.4
CC1=N/C(=C/c2cccnc2)C(=O)O1	103	0.3
Cc1ccc(-c2nnc3ccccc3c2C(=O)Nc2ccc(C)c(F)c2)cc1	101	-1.4
Cc1ccc(-c2c(C(=O)Nc3ccccc3F)oc(=O)c3ccccc23)cc1	103	0
COc1cc(NS(=O)(=O)c2ccc(NC(=O)c3cccnc3)cc2)ncn1	102	0.6

# A different layout for 14 compounds above:
# The line under a structure holds: Polio RdRp inh	Polio RdRp inh FP z-score
- CCOC(=O)c1cc2sccc2n1Cc1ccccc1
    99	-0.5
- CSc1nnc(Cc2ccccc2)n1-c1ccc(C)cc1
    101	-0.1
- O=C(O)CN=Cc1ccccc1O
    102	0.1
- Cc1nnc(SCC(=O)c2ccc(O)c(O)c2)s1
    101	0.3
- c1ccc(Cc2nn3c(Cn4cnc5ccccc54)nnc3s2)cc1
    95	-1.2
- CCOc1ccccc1-n1nnnc1SCC(=O)c1cc(Cl)ccc1OC
    102	0.3
- O=C(NCc1ccc(F)cc1)c1cc(Sc2ccc(F)cc2F)nc2ccccc12
    111	0.2
- CCc1ccc(NC(=O)CSc2ncc(S(=O)(=O)c3cc(C)ccc3C)c(=O)[nH]2)cc1
    103	-0.4
- COc1ccc(NC(=O)CN2C(=O)c3cccnc3Sc3ccccc32)cc1OC
    111	1
- Cc1ccccc1NC(=O)CSc1ccc(-c2cccs2)nn1
    109	0.4
- CC1=N/C(=C/c2cccnc2)C(=O)O1
    103	0.3
- Cc1ccc(-c2nnc3ccccc3c2C(=O)Nc2ccc(C)c(F)c2)cc1
    101	-1.4
- Cc1ccc(-c2c(C(=O)Nc3ccccc3F)oc(=O)c3ccccc23)cc1
    103	0
- COc1cc(NS(=O)(=O)c2ccc(NC(=O)c3cccnc3)cc2)ncn1
    102	0.6

# Next part
compound	Polio RdRp inh	Polio RdRp inh FP z-score
CCOc1ccc(CNS(=O)(=O)c2ccc(-c3coc(C)n3)cc2)cc1OC	109	0.4
CN(C1CCCCC1)S(=O)(=O)c1cc(Cl)ccc1Cl	111	0.7
Cc1nc(-c2ccc(F)cc2)sc1CCNC(=O)C(=O)Nc1ccc2c(c1)OCO2	111	1.2
O=C(OCc1cc(=O)n2nc(-c3cccs3)sc2n1)c1ccc(Cl)cc1	104	-0.4
COc1cccc(NC(=O)c2ccnc(N3CCC(C(=O)O)CC3)c2)c1	101	-1.1
COc1ccccc1NC(=O)c1sc2ncn(Cc3ccccc3Cl)c(=O)c2c1C	102	-0.2
C=CCNC(=S)N/N=C1\CCS(=O)(=O)c2ccccc21	102	-0.2
O=C(NCc1ccc2c(c1)OCO2)c1cnn(-c2cccc(F)c2)c1-n1cccc1	100	-0.5
Cc1ccccc1NS(=O)(=O)c1ccc(C(=O)NN2C(=O)NC3(CCCCC3)C2=O)cc1	102	0
CCc1ccccc1NC(=O)CC(NCc1ccccc1)C(=O)O (stereo not given)	106	0.4
Cc1ccc(C(=O)N2C(=O)C(c3ccccc3)Oc3ccccc32)cc1 (stereo not given)	102	0.2
CCN(Cc1ccccc1)Cc1c(O)ccc2c(=O)c(-c3ccccc3Cl)coc12	100	-1.7
COc1ccc(C)cc1NC(=O)C1COc2ccccc2C1 (stereo not given)	106	-0.2
Cc1cc(C)n(CC(=O)N2CCc3ccccc32)c(=O)c1C#N	103	0.4
CS(=O)(=O)Nc1ccc(-c2csc(-c3ccccc3)n2)cc1	103	0
CC(=O)OCN1C(=O)N(C)C2C1N(C)C(=O)N2COC(C)=O (stereo not given)	102	0.1
CCC1CCCCN1C(=O)CSc1nc(C)cc(C)n1 (stereo not given)	101	-0.3
NNC(=O)CC(=O)Nc1nc2ccccc2s1	101	-0.3
Cc1cc(=O)oc2cc(OC(=O)c3cncc(Br)c3)ccc12	96	-0.8
N#CCCn1c(=O)oc2cc(Br)ccc21	102	-0.2
CS(=O)(=O)c1ccc(NCC(=O)Nc2ccc(F)c(Cl)c2)cc1	97	-0.7
COc1ccc(OCC(=O)Nc2nc(-c3ccc(Br)cc3)ns2)cc1	105	0.2
CCCOc1ccc(/C=C/C(=O)Nc2sc(C)c(C)c2C(=O)OCC)cc1OC	73*	-5.5*
CC(=O)Nc1cccc2nc(C)sc12	105	0.7
CC(C)Oc1cccc(C(=O)NCC2CCCO2)c1 (stereo not given)	100	-1.2
Cc1oc(-c2ccc(Cl)cc2)nc1CSCC(=O)N1CCc2ccccc21	100	-0.1
O=C(O)CC(C(=O)Nc1cc(C(F)(F)F)cc(C(F)(F)F)c1)C1=CCCCC1 (stereo not given)	99	-0.6
CCOc1ccc(-c2nonc2NC(=O)c2ccc(C)cc2)cc1OCC	102	-0.9
CC(=O)c1ccc(NC(=O)c2nc(-c3ccccc3)n(-c3ccccc3)n2)cc1	111	0.6
O=C(O)c1cccc(NC(=O)c2cn(-c3ccccc3)nc2-c2cc3ccccc3o2)c1	104	0
N#Cc1cnc(Sc2nnc(-c3ccc(Cl)cc3)n2Cc2ccccc2)nc1N	104	0.5
Cc1cc(C)cc(NC(=O)CCS(=O)(=O)c2cccc3nsnc23)c1	108	1
O=C(OCc1ccccc1)N1CN(Cc2ccccc2)Cc2c1oc1ccccc1c2=O	102	0
COc1ccc(N=Cc2cc(C=Nc3ccc(OC)cc3)c(S(=O)(=O)C(C)(C)C)s2)cc1	102	0
CCOC(=O)c1nc(NCc2ccc(Cl)cc2)c2c(C)noc2n1	109	0.6
CN(CC(=O)NCc1ccc(Cl)cc1)S(=O)(=O)c1ccc2[nH]c3c(c2c1)CCCC3	111	1.1
CCCn1c(SCc2nc(-c3ccccc3OCC)no2)nnc1-c1ccc(Cl)cc1	101	-1.3
CCCC(=O)Nc1ccc2oc(-c3ccc(O)c(Br)c3)nc2c1	109	-0.3
NS(=O)(=O)c1ccc(NC(=O)c2csnn2)cc1	105	0.1
OCCOc1ccc(Br)cc1OCCO	104	0.5
O=C(CSC1CCS(=O)(=O)C1)Nc1ccccc1-c1ccccc1 (stereo not given)	99	-0.6
COc1cc(/C=C/C(=O)O)ccc1OCC(=O)N1CCN(CC(=O)NC(C)(C)C)CC1	99	-0.5
O=C(CSc1ncn[nH]1)c1cccs1	102	0.1
c1ccc(-n2cnnc2SCc2cn3ccccc3n2)cc1	107	0.7
CCCCC/C=C\C/C=C\C/C=C\CCCCCCC(=O)NCCO	105&102	1.4&0.6
NC(=O)C1CCN(C(=O)OCC(F)(F)F)CC1	103	0.2
CCOC(=O)Cn1nc(C(F)(F)F)cc1C	104	0.1
Cc1ccc(-n2c(C)cc(/C=C3\SC(=O)N(C)C3=O)c2C)cc1	105	0.5
COC(=O)c1ccc(COC(=O)c2c3c(nc4ccccc24)CCCC3)o1	98	-0.8
Cc1ccc(-c2cc(C(F)F)n3ncc(C(=O)NCC4CCCO4)c3n2)cc1 (stereo not given)	103	0.7
CC(C)C(c1nnnn1C1CCCC1)N1CCc2ccccc21 (stereo not given)	101	-0.2
c1ccc(CCCNc2nnnn2-c2ccccc2)cc1	101	-0.5
FC(F)(F)c1ccc(N2CCOCC2)nc1	105	0.2
CC1=C(c2ccccc2)S(=O)(=O)N=C1N(C)Cc1ccccc1	103	0.8
O=S(=O)(Nc1ccc(S(=O)(=O)C(F)F)cc1)C1=Cc2ccccc2CC1	101	-0.4
COc1ccc(CCN2C(=O)CC(Nc3ccccc3)C2=O)cc1OC (stereo not given)	102	0.1
CCN(CC)C(=O)C1CCCN(c2ncnc3c2c(-c2ccccc2)cn3-c2cccc(C)c2)C1 (stereo not given)	110	0.6
O=C1c2ccccc2C(O)(Cc2ccccc2)N1CCCO (stereo not given)	97	-0.5
Clc1ccc(-c2csc(=Nc3ccccc3)n2Cc2ccc3c(c2)OCO3)cc1	97	-1.7
Cc1ccc(S(=O)(=O)N(C)c2ccc(OCC(=O)N(C)Cc3ccc(C)o3)cc2)cc1	102	-0.1

# More records
compound	Polio RdRp inh	Polio RdRp inh FP z-score
CN1CCN(CCCn2nnc3c(=O)oc4ccccc4c32)CC1	101	0.2
O=C(Cn1nc(-c2ccccc2)c2ccccc2c1=O)Nc1cccc(C(F)(F)F)c1	100	-0.4
O=C(CSc1ncc2c(n1)-c1cc(Cl)ccc1N(Cc1ccccc1)S2(=O)=O)NCc1ccccc1	111	0.3
CC(C)CNC(=O)CCN1C(=O)c2ccccc2S1(=O)=O	103	0.3
CC(NC1CCCC1)c1ccccc1 (stereo not given)	102	-0.2
COc1ccc(OC)c(-n2nnc(-c3nc(-c4cc(OC)c(OC)c(OC)c4)no3)c2C)c1	107	0.1
COc1ccc(N2C(=O)C3CC=CCC3C2=O)cc1 (stereo not given)	104	0
O=C(O)C1CCCCC1C(=O)Nc1ccc(CN2CCCCC2)cc1 (stereo not given)	104	1
O=C(OCc1ccccc1)Sc1nnc(-c2ccccc2Cl)o1	105	0.9
CCC(=O)OCC(=O)[C@@]1(OC(=O)CC)[C@@H](C)C[C@H]2[C@@H]3CCC4=CC(=O)C=C[C@]4(C)[C@@]3(Cl)[C@@H](O)C[C@@]21C	104	0.5
CCOC(=O)C1CCCN(C(=O)CSc2ccc3ccccc3c2)C1 (stereo not given)	103	0.4
Cc1cc(C)cc(NC(=O)Cn2c(=O)n(CC(=O)NCCc3ccccc3)c(=O)c3ccccc32)c1	104	-1.3
S=c1nc(-c2ccccc2)n(CCCn2ccnc2)c2c1CCCC2	104	0.1
Cc1oc2ccc(O)c(CN3CCCCC3)c2c1C(=O)Nc1ccccc1	103	0.2
CC(C)C(=O)c1cc2c(cc1N)OCCO2	98	-0.6
O=C(Cn1cnc(S(=O)(=O)N2CCCCC2)c1)NCc1ccco1	98	-1.9
COc1cc2c3nc4n(c(=O)c3n(CC(=O)NC3CCCC3)c2cc1OC)CCS4	103	0.4
O=C(NCCCn1ccnc1)c1nc(-c2ccc(C(F)(F)F)cc2)no1	105	1.5
COc1ccc2oc(=O)cc(CN(C)Cc3ccco3)c2c1	104	0.8
CCN1CCN(Cc2ccc(NC(=O)Cn3ncc4c3-c3ccccc3OC4)cc2)CC1	99	-0.8
CC1=C(C(=O)Nc2ccc(C)cc2C)C(c2cccs2)n2nc(SCc3cccc(C)c3)nc2N1 (stereo not given)	109	-1
CN1CCCN(Cn2nc3ccccn3c2=S)CC1	15*	-6.7*
COc1ccccc1N1CCN(C(=O)[C@H](C)N2CCN(c3nc4cc(Cl)ccc4s3)CC2)CC1	101	-0.1
CCOc1ccccc1-n1nnnc1SCC(=O)Nc1cc(C)ccc1C(=O)O	103	0.6
CCOc1ccc(CCNC(=O)Cn2nnc(-c3ccc(OC)c(OC)c3)n2)cc1OCC	102	-0.4
Cc1ccc(N2CC(C(=O)OCc3nc(N)nc(Nc4ccccc4C)n3)CC2=O)cc1 (stereo not given)	104	0.2
C[N+]1(C)CCOC12CCCCC2	99	-0.9
CCc1ccc(-c2nc(SCC(=O)NCC3CCCO3)c(-c3ccc(C)cc3)[nH]2)cc1 (stereo not given)	115	0.7
Cc1cccc(S(=O)(=O)c2cn(C)c3cc(N4CCC(C)CC4)c(F)cc3c2=O)c1	111	0.8
COc1ccc(NC(=O)c2cnc(N3CCOCC3)c3ccccc23)cc1OC	113	1.3
Cc1ccc(-n2ncc3c(Nc4ccc5c(c4)OCCO5)ncnc32)cc1C	111	0.8
Cc1c(C(=O)NC(C)c2ccccc2)sc2nc3n(c(=O)c12)CCCC3 (stereo not given)	105	-0.2
Cc1ccc(-c2nc3ccccc3c(=O)o2)cc1	106	0.3
Cc1cccc(C)c1OCc1nc2c3cnn(-c4nc5ccccc5s4)c3ncn2n1	103	0.3
O=C(NCC(F)(F)F)OCc1ccc(F)cc1	101	0.5
COc1ccccc1NC(=S)NCc1cccn1C	99	-0.5
COC(=O)c1ccccc1NS(=O)(=O)c1ccc2c(c1)CCCN2C(C)=O	104	-0.8
CC1(C)Cc2cccc(Oc3ncnc4sccc34)c2O1	101	-0.2
Cc1c(NC(C)C(=O)Nc2ccc(S(=O)(=O)N3CCOCC3)cc2)c(=O)n(-c2ccccc2)n1C (stereo not given)	104	0.3

# Some of the compounds tested (hit frequency here may not be typical).
